Source: PubChem BioAssay
D2 potentiator: positively modulates the human D2 dopamine receptor allosterically. hit rate 0.34% among 340,000. AID 485347. potentiation, % at 10 µM. P14416. HEK293 T-REx D2, calcium flux, EC20 dopamine potentiation;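 active = potentiation over 3 SD above the plate norm, cut at about 30% in these data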; note: 0% is about no effect
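Tetracycline-induced HEK293 T-REx cells force-coupled to calcium signalling expressed D2; compounds were pin-added after a 10 s baseline, read kinetically 180 s, then an EC20 dopamine challenge followed with a further 180 s calcium read.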
D2 antagonist: D2 dopamine receptor (human) antagonism | P14416 | HEK293 TREx D2 cells, calcium flux, dopamine EC80 | inhibition, % at 10 µM | hit rate 2% among 340,000; in the data active = inhibition above about 30%; note: 0% is about no effect
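Compounds are added to dye-loaded, induced HEK293 T-REx cells coupled to calcium release via D2; after a 3 min kinetic read an EC80 dopamine stimulus is given and fluorescence is recorded for 3 more min.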
D1 antagonist: antagonists of human D1 dopamine receptor; hit rate 3.2% among 360,000; AID 504652; activity change, negative = inhibition, % at 10 µM; P21728; HEK293 TREx D1 cells, calcium flux, dopamine EC80; stronger effect = lower value; in the data active = activity change below about -30%; note: % is set by controls: 0 for no effect and ±100 for the full control effect
Target sequence (P21728 whole entry, looked up): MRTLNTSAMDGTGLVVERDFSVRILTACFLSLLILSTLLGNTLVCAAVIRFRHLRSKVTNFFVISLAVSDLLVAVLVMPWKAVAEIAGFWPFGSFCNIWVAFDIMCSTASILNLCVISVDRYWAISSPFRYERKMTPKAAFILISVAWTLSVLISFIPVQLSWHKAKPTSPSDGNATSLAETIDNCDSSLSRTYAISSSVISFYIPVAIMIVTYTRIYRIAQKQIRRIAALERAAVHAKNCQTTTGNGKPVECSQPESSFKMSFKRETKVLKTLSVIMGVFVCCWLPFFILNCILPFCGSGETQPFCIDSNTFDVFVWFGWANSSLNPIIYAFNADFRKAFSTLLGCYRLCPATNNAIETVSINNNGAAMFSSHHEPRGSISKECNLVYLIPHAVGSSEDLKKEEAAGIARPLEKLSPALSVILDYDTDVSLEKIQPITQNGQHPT
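Tetracycline-induced HEK293 T-REx cells with force-coupled D1 receptor were loaded with a no-wash calcium dye. Compound was added after a 10 s baseline and read kinetically for 180 s; EC80 dopamine was then added and calcium flux followed another 180 s.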
D2 ag: D2 dopamine receptor (human) agonism; hit rate 0.53% among 340,000; activation, % at 2 µM; P14416; HEK293 T-REx D2 cells, calcium flux agonist mode;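 active = activation over 3 SD above normal in the single-dose calcium agonist read, cut at about 30% in these data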; note: 0% is about no effect
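Calcium-flux readout, 1 cycle/sec over 180 s following compound pin transfer, in inducible HEK293 Trex D2 cells (force-coupled); dopamine controls included. Positive calcium responses during this window marked compounds as potential agonists.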
TRHR ag: TRH receptor (human) agonism | TRHR cells, calcium flux fluo-8, FDSS agonist mode | activation, % at 2 µM | hit rate 0.18% among 360,000; note: 0% is about no effect
Target sequence (P34981 whole entry, looked up): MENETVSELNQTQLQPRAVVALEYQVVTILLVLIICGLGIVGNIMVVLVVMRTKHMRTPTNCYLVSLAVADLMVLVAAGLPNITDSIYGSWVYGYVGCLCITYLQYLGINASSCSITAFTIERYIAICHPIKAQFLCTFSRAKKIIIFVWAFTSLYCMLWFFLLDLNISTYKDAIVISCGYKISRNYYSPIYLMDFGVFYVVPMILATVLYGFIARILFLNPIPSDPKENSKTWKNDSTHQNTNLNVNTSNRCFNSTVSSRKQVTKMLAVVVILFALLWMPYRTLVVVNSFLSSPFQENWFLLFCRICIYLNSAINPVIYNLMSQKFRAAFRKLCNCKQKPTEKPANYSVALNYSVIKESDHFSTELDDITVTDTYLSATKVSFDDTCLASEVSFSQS
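Read-out: compound-evoked intracellular calcium rise in TRHR cells, fluo-8 dye, kinetic FDSS fluorescence at 1 s/cycle following a 10-cycle baseline. Cells cultured overnight before dye loading (30 min–1.5 h, RT).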
TRHR enhancer: TRH receptor (human) allosteric enhancement; hit rate 0.66% among 360,000; enhancement, % at 2 µM; TRHR cells, fluo-8 calcium fluorescence, EC20 TRH enhancement; P34981; AID 493056; in the data active = enhancement above about 30%; note: 0% is about no effect
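Enhancer read-out: after compound pinning and an initial kinetic agonist-mode read, an EC20 of TRH (10 nM final) was injected and fluo-8 calcium signal (Ex 480/Em 530) followed at 1 s/cycle for 100 cycles in TRHR-expressing cells.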
D1 potentiator: enhances dopamine response at the human D1 receptor | P21728 | HEK293 TREx D1 cells, calcium flux, dopamine EC20 potentiation | potentiation, % at 10 µM | hit rate 0.036% among 360,000 | AID 504651; in the data active = potentiation above about 30%; note: 0% is about no effect
D1 ag: activates the human D1 dopamine receptor; hit rate 1% among 360,000; HEK293 T-REx D1 cells, calcium flux, agonist mode; activation, % at 2 µM; note: 0% is about no effect
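Tetracycline-induced HEK293 TREx D1 cells, force-coupled to calcium signalling, were dye-loaded with a no-wash calcium kit. Compound was pin-added after a 10 s baseline. Fluorescence was read kinetically at 1 cycle/s for 180 s, with calcium rises flagged as agonism.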
RXFP1 antagonist: RXFP1 (human) relaxin receptor antagonism; Q9HBX9; HEK293-RXFP1, relaxin-stimulated cAMP HTRF, 30 min; stronger effect = lower value; activity change, negative = inhibition, % at 57.5 µM; hit rate 0.59% among 350,000;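 active = activity change of -60% or lower, but not beyond a set lower limit; inconclusive = change between -60% and -40%, or beyond the set limit; inactive = change above -40%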; note: % is set by controls: 0 for no effect and ±100 for the full control effect
The depositor's hits bear a star; ? = inconclusive; · = not tested or not shown; & = joins results of further samples. Cut-off read from the data, not from the text of the source, unless noted: active = activation above about 30%; inactive = the rest.

nr	SMILES	D2 potentiator	D2 antagonist	D1 antagonist	D2 ag	TRHR ag
1	COc1ccccc1NC(=O)CSc1nnc(-c2ccco2)o1	7	3	-4	0.1	0.5
2	COc1ccc(NC(=O)CSc2nc(N)c(NC(=O)c3cccs3)c(=O)[nH]2)cc1	1	-2	8	0.3	0.4
3	CC(C)Cc1nnc(NC(=O)c2cc3c(s2)CCC3)s1	19	5	12	-0.4	0.2
4	Cc1onc(-c2ccccc2)c1C(=O)N1CCN(C(=O)c2ccco2)CC1	15	-4	-16	0.6	-0.1
5	CCc1c(C)nc2c(OC)cccc2c1SCCC(=O)O	3	·	-16	·	0.1
6	Cc1ccc(C(=O)N2CCC(C(=O)NCc3cccnc3)CC2)cc1	-1	1	5	0.0	-0.4
7	Cc1nc(N2CCN(Cc3ccccc3)CC2)c(C#N)c2c1COC(C)(C)C2	14	17	10	0.7	-0.4
8	Oc1oc(-c2ccccc2)nc1C=Nc1ccccc1	1	8	7	0.1	-0.2
9	COc1ccc(C2c3c(n(C)c4ccccc34)C(=O)N2CC(=O)Nc2c(C)cc(C)cc2C)cc1 (stereo not drawn)	-4	·	8	-0.6	-0.3
10	COc1ccc(OCCCC(=O)OC(C)C(=O)Nc2ccccc2[N+](=O)[O-])cc1 (stereo not drawn)	13	0	-21	-0.1	0.1
11	CN(CC(=O)Nc1ccc(Br)cc1)S(=O)(=O)c1cccc2nsnc12	-5	·	-5	-1.4	-0.6
12	CCOC(=O)C1(S(=O)(=O)c2ccc(Cl)cc2)CCN(Cc2ccccc2)CC1	-5	-7	6	8.6	1.6

nr	TRHR enhancer	D1 potentiator	D1 ag	RXFP1 antagonist
1	0	6	2	1
2	-3	3	1	-3
3	1	0	2	-11
4	30*	3	1	8
5	-4	-3	3	33
6	-1	-2	-1	-9
7	2	7	-3	-24
8	1	2	1	-2
9	-3	3	1	-14
10	-1	-2	13	-10
11	-4	5	-1	?
12	-5	-4	6	2

Further structures follow:
nr	SMILES	D2 potentiator	D2 antagonist	D1 antagonist	D2 ag	TRHR ag
13	O=C1CC(c2cccc(O)c2)Oc2ccccc21 (stereo not drawn)	-1	8	-32*	-0.1	0.0
14	CC(=O)c1cn(CC(=O)NCc2ccco2)c2ccccc12	10	27	-24	-0.3	-0.1
15	COC(=O)c1ccc(NC(=O)C2CCN(C(=O)c3ccc(F)cc3)CC2)cc1	2	·	-8	-1.4	-0.5
16	Cc1cc(C(=O)NC(C)Cc2ccccc2)cc(C)c1[N+](=O)[O-] (stereo not drawn)	-5	-3	4	-0.5	0.4
17	CCC(C)c1ccc(N(C(=O)c2ccco2)C(C(=O)NC2CCCC2)c2cccnc2)cc1 (stereo not drawn)	9	18	14	-0.4	-0.3
18	Cc1cc(=O)[nH]c(N/N=C/c2cccs2)n1	-17	1	-6	-1.7	-0.1
19	O=C(CNC(=O)c1ccco1)OCN1C(=O)c2ccccc2C1=O	1	-8	-3	-0.7	-0.7
20	O=c1ccc2ccccc2n1Cc1cccc(F)c1	-3	-11	5	-3.0	-1.3
21	C/C(N)=C(/C#N)C(=O)COC(=O)C1Cc2ccccc2CN1S(C)(=O)=O (stereo not drawn)	-6	8	-11	-0.1	0.8
22	Cc1ccc2c(c1)C(c1ccc(F)cc1)N(C(=O)c1ccc(S(=O)(=O)N3CCCCC3)cc1)CC(=O)N2 (stereo not drawn)	21	·	0	1.1	1.0
23	CC(=O)[C@@H]1[C@@H]2C(=O)N(C3CCCCC3)C(=O)[C@@H]2C2c3ccccc3C=CN21 (stereo partly drawn)	-7	-5	0	2.3	4.1
24	O=C(CSc1nc2ccccc2n1-c1ccccc1)NCC1CCCO1 (stereo not drawn)	7	-2	-2	-1.4	-1.0

nr	TRHR enhancer	D1 potentiator	D1 ag	RXFP1 antagonist
13	3	-6	3	4
14	-8	-4	7	-2
15	1	-3	5	-13
16	-9	-2	2	-3
17	-16	·	6	-6
18	3	3	2	·
19	-4	-4	3	1
20	-7	3	0	8
21	-1	-2	4	8&-8
22	-4	2	6	-12
23	-6	-6	5	·
24	-4	-3	1	2

The list continues.
nr	SMILES	D2 potentiator	D2 antagonist	D1 antagonist	D2 ag	TRHR ag
25	COCCn1c(C)cc(C(=O)CSc2nc3ccccc3s2)c1C	4	-18	-30	-0.3	-0.5
26	CC(Nc1n[nH]c(=S)[nH]c1=O)C(=O)OCc1ccccc1 (stereo not drawn)	2	-19	-8	-1.6	0.0
27	CN1CCN(C(=O)CCNC(=O)Cn2ccc3ccccc3c2=O)CC1	-8	3	1	2.0	0.3
28	Nc1nc(SCC(=O)NCc2ccccc2Cl)[nH]c(=O)c1NC(=O)c1ccccc1F	10	2	2	0.6	0.5
29	CC(C)NC(=S)NC(c1ccccc1)(c1ccccc1)c1ccccc1	-4	-11	-3	-2.3	0.1
30	CCOC1CC(C)(C)NC(=S)N1 (stereo not drawn)	1	-3	6	0.8	0.5
31	CCOC(=O)C1(CCCc2ccccc2)CCN(CC(O)CO)CC1 (stereo not drawn)	10	-9	-15	-4.3	-4.8
32	Cc1ccc(Cn2ccsc2=NC(=O)COC(=O)c2ccc(NC(=O)CC#N)cc2)cc1	-1	8	-11	0.7	3.4
33	CC(=O)Oc1ccc(-c2csc(Nc3cccnc3)n2)cc1	-3	16	-9	0.1	-0.2
34	COc1ccccc1NC(=O)CSc1ccc(-c2ccc(-n3ccnc3)cc2)nn1	16	-11	-5	1.5	0.0
35	CCCCCCCCCCOC(=O)Cn1c(COc2ccccc2C)[n+](C)c2ccccc21	10	-11	4	2.2	1.0
36	C(/CCc1ccccc1)=N\n1cnnc1	-12	-18	41	-0.3	0.7

nr	TRHR enhancer	D1 potentiator	D1 ag	RXFP1 antagonist
25	-12	-4	6	-17
26	-2	-6	0	6
27	0	4	1	-6
28	1	0	0	-1
29	-15	-6	-1	·
30	6	-4	3	-9
31	12	-4	23	-28
32	-4	-11	6	-29
33	-1	-2	1	1
34	3	-5	1	?
35	-7	-4	76*	?
36	-1	-5	3	-4

The results go on:
nr	SMILES	D2 potentiator	D2 antagonist	D1 antagonist	D2 ag	TRHR ag
37	O=C(NCC1CCCO1)c1ccc2ccccc2n1 (stereo not drawn)	2	-7	-13	1.2	0.5
38	CCN(c1ccccc1)S(=O)(=O)c1ccc(OC)c(OC)c1	·	·	-1	·	-0.3
39	COc1ccccc1NC(=O)c1c(C)nn(-c2ccccc2)c1Cl	11	10	-1	0.5	-0.5
40	Cc1ccc(CCNC(=O)C2CCN(S(=O)(=O)c3ccc4c(c3)oc(=O)n4C)CC2)cc1	-5	·	-2	·	0.7
41	COc1ccccc1C(=O)Nc1ccc(OCC(=O)N2CC(C)OC(C)C2)cc1 (stereo not drawn)	-9	0	3	0.2	0.7
42	Cn1c(-n2cccc2)c(-c2c(-c3ccc(F)cc3)[nH]c3c2c(=O)n(C)c(=O)n3C)c(=O)n(C)c1=O	19	·	8	1.6	0.1
43	C=CCOC(=O)c1[nH]c2c(c1C)C(=O)CC(c1ccco1)C2 (stereo not drawn)	-13	-9	-19	-1.8	-0.6
44	Cc1ccc(C(=O)OCC(=O)N(C)c2c(N)n(Cc3ccccc3)c(=O)[nH]c2=O)s1	-2	25	3	0.3	0.0
45	O=C1N=C(N2CCOCC2)S/C1=C\c1ccc(-c2ccccc2Cl)o1	-16	-8	3	42*	-0.2
46	O=S(=O)(c1ccccc1Br)N1CCN(c2ncccn2)CC1	10	1	4	0.3	-0.8
47	CC(C)(C)n1nc2c(c1NC(=O)c1cccc(Cl)c1)CS(=O)(=O)C2	1	0	-27	-3.5	-0.7
48	O=S(=O)(NCC(Nc1ccccc1)c1ccccc1)c1ccc(Cl)cc1 (stereo not drawn)	2	15	-1	-1.5	0.4

nr	TRHR enhancer	D1 potentiator	D1 ag	RXFP1 antagonist
37	8	-4	1	-4
38	-4	-3	2	23
39	-1	14	8	-12
40	1	1	0	6
41	4	-6	1	3
42	-8	1	2	20
43	-1	-1	5	11
44	-2	-2	4	1
45	6	6	1	-9
46	18	·	3	3
47	-5	5	5	9
48	-4	9	0	-20

Further entries follow.
nr	SMILES	D2 potentiator	D2 antagonist	D1 antagonist	D2 ag	TRHR ag
49	CC(OC(=O)c1cc(=O)c2ccccc2o1)C(=O)c1ccccc1 (stereo not drawn)	-2	-20	-13	-0.1	0.1
50	O=C(NCCCO)C(=O)Nc1cc2c3c(c1)CCN3C(=O)CC2	7	-1	-21	-0.2	-0.6
51	NS(=O)(=O)c1ccc(CCNC(=O)c2ccc3c(c2)OCCO3)cc1	10	-18	-24	1.1	0.8
52	Cc1ccc(C2=[N+]([O-])C3(CCCCC/C3=N\NC(N)=S)N(O)C2(C)C)o1 (stereo not drawn)	-1	25	-10	2.4	0.1
53	CSc1cccc(NC(=O)c2nnn(Cc3ccccc3)c2N)c1	9	-3	7	-0.7	-0.4
54	CC(=O)C1=C(C)NC2=C(C(=O)CC(C)(C)C2)C1C (stereo not drawn)	5	34*	10	0.1	0.4

nr	TRHR enhancer	D1 potentiator	D1 ag	RXFP1 antagonist
49	0	-8	4	-3
50	-1	-1	2	3
51	-5	-3	0	-7
52	2	-3	1	·
53	10	-1	11	-9
54	2	-4	3	-10
